Source: PubChem
Keap1 Nrf2 FP – inhibitors of human Keap1-Nrf2 protein-protein interaction; Q14145; Keap1 Kelch-Nrf2 peptide fluorescence polarization, 1536-well; inhibition, % at 9.4 µM; 340,000 tested, 0.15% active; AID 504523; in the data active means inhibition above about 12%;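 further: human Keap1 Kelch domain with fluorescein labeled Nrf2 9mer peptide probe; 0% = neutral control wells and 100% = peptide positive control; higher means more block of Keap1 binding to Nrf2 peptide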
OPRM1-OPRD1 ag – OPRM1-OPRD1 heterodimerization agonism; P35372+P41143; cells, luminescence; activation, % at 9.3 µM; 340,000 tested, 0.3% active; in the data active means activation above about 18%;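 further: 0% = vehicle-treated cells and 100% = reference agonist; values of inactives mirror those of a sister screen read the other way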
Target sequence (P35372 whole entry, looked up): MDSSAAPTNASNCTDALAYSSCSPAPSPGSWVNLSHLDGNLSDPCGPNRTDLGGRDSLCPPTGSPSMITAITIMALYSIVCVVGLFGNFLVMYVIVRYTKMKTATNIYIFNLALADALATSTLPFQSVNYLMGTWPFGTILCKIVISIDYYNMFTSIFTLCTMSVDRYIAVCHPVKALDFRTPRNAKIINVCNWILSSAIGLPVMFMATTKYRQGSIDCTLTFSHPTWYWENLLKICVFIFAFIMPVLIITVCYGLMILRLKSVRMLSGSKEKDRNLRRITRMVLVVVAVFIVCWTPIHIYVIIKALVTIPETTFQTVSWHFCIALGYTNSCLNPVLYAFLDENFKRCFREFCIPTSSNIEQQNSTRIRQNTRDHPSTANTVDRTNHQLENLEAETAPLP
Target sequence (P41143 whole entry, looked up): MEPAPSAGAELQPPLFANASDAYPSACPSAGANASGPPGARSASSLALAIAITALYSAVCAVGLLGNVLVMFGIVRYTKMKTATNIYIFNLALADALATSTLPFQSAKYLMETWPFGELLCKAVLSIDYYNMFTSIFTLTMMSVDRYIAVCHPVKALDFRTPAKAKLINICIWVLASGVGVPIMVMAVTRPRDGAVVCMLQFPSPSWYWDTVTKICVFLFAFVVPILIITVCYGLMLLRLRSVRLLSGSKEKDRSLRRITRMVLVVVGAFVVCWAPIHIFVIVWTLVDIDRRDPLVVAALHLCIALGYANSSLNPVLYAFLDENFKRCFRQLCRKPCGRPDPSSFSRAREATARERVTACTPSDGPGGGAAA
HTR5A ag ctr – HTR5A agonism, opioid heterodimer counter-screen | AID 504692 | activation, % at 9.3 µM | P47898 | 340,000 tested, 0.61% active | HTR5A agonist assay, luminescence, cell-based; in the data active means activation mostly above about 9.5%, no sharp cut-off; inactive means mostly below about 7.6%;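 further: 0% = cells with vehicle only and 100% = reference agonist; strong numbers were not always called active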
MOR-DOR inv ag – mu-delta opioid heterodimer inverse agonism. 340,000 tested, 0.21% active. cell-based MOR-DOR heterodimer luminescence. inhibition, % at 9.3 µM. AID 504357; in the data active means inhibition above about 22%, passing the limit was not always enough;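 further: 0% = cells with DMSO and 100% = wells without cells with DMSO; values of inactives mirror those of a sister screen read the other way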
HTR5A inv ctr – inverse agonist of human HTR5A in OPRM1-OPRD1 counter-screen. AID 504634. P47898. 340,000 tested, 0.083% active. HTR5A cell line, luminescence, inverse agonism. inhibition, % at 9.3 µM; in the data active means inhibition mostly above about 23%, no sharp cut-off; inactive means mostly below about 18%;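 further: 0% = cells with DMSO and 100% = no-cell wells with DMSO; some compounds called inactive have numbers as strong as hits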
V-ATPase pHluor – alters yeast V-ATPase proton transport; response, % at 10 µM; AID 504577; S. cerevisiae, pHLuorin cytosolic pH fluorescence; 350,000 tested, 0.37% active; in the data active means response mostly above about 7.3%, no sharp cut-off; inactive means mostly below about 5.4%; further: actives read high; inactives centre near 0; some compounds called inactive have numbers as strong as hits; reference of the scale not given here
RTF Ca sens act – cardiac RTF calcium sensitization. 340,000 tested, 0.24% active. AID 493008. activation, % at 7.2 µM. IANBD-labeled TnC RTF fluorescence at EC20 calcium; 0% EC20 calcium, 100% full calcium. P19429+P45379;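 active means activation above the mean over all tested compounds plus 3 SD, cut at about 30% in these data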;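 further: rise in fluorescence read as greater calcium sensitivity of cardiac thin filaments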
CAL-PDZ inh HTS – inhibitors of human CAL PDZ peptide binding | purified CAL PDZ, TMR-peptide fluorescence polarization, 1 h | Q9HD26 | inhibition, % at 24.9 µM | 300,000 tested, 0.92% active;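 active means mean inhibition of at least 30% with at least half of replicates also reaching 30%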;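 further: 0% = DMSO neutral control and 100% = excess unlabeled competitor peptide PRC23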
C-LANA FP – KSHV C-LANA DNA binding inhibition. MBP-C-LANA/FAM-LBS DNA binding, fluorescence polarization. inhibition, % at 9 µM. 340,000 tested, 0.078% active. AID 504423;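 active means highest replicate inhibition at or above 60% at 9 µM, even if other replicates fall short; inactive means all replicates below 60% inhibition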;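 further: 0% = neutral control wells and 100% = 4 µM acridine orange control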
RTF Ca sens inh – cardiac RTF calcium desensitization; P19429+P45379; IANBD-labeled cardiac RTF, Ca2+ fluorescence; 340,000 tested, 0.12% active; inhibition, % at 7.15 µM;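 active means inhibition above the mean inhibition of all tested compounds plus 3 SD, cut at about 17% in these data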;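 further: assay run at fixed EC70 calcium of 1.6 mM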
Numbers without * were called inactive; x = not tested or not shown.

SMILES	Keap1 Nrf2 FP	OPRM1-OPRD1 ag	HTR5A ag ctr	MOR-DOR inv ag	HTR5A inv ctr	V-ATPase pHluor	RTF Ca sens act	CAL-PDZ inh HTS	C-LANA FP	RTF Ca sens inh
CC1(C)CC(=O)C=C(Nc2cccc(F)c2)C1	1	-5.8	3	26	-13	-1	3	-4	0.6	-4
CC(C)(CNC(=O)c1ccccc1F)CNC(=O)c1ccccc1F	0	-0.8	-1	4	-33	-5	1	0	-1.3	-5
COC1=C/C(=C/c2c(N)n3c(nc2=O)sc2cc(S(C)(=O)=O)ccc23)C=CC1=O	-41	-2.3	-3	12	-13	-4	16	-4	-39	-9
CC(=O)Nc1ccc(NC(=O)COC(=O)Cn2cnc3ccccc32)cc1	-1	-2.9	3	15	-13	-2	-1	2	1.6	2
COc1ccc(C(CC(=O)O)NC(=O)c2ccco2)cc1 (stereo unspecified)	-5	-3.4	8	15	-22	-6	3	-3	0.8	1
NC(=O)C1CCN(c2ncnc3c2c(-c2ccccc2)cn3-c2ccccc2)CC1	1	-1.4	-11	7	27	-3	3	x	-0.4	-3
O=C(CSc1nnc2c(n1)[nH]c1ccccc12)NC1CCCCC1	-4	0.2	0	-2	1	-3	-3	7	-0.2	-2
Cc1cc(Cl)ccc1OCc1nnc2n1CCCCC2	-3	-2.4	-3	11	9	-1	2	-5	-1.7	-5
O=C1CC(c2cccc(Br)c2)C2=C(CCCC2=O)N1 (stereo unspecified)	4	-1.9	7	9	-19	2	-5	-6	7.3	-4
O=C(Nc1ccc(Cl)cc1)N(CCCN1CCOCC1)Cc1cccs1	3	4.1	6	-24	-17	0	1	x	-1.8	-5
CCOC(=O)C(=CNc1ccc(Oc2cncc(Cl)c2)nc1)C(=O)OCC	-2	-3.1	2	16	25	0	3	2	4.1	-6
NC(=O)Nc1ccc(C(=O)OCC(=O)Nc2cccc(S(=O)(=O)NC3=NCCC3)c2)cc1	1	-1.4	3	5	10	2	-6	-4	-2.8	-2
CC(=O)Nc1ccc(NC(=O)c2nc(S(=O)(=O)Cc3ccccc3)ncc2Cl)cc1	0	2.0	-4	-10	14	6	3	-5	-0.8	-3
CCCSc1cc(=O)n(-c2ccc(F)cc2)nc1C(=O)OCC	-5	-1.4	3	7	-7	0	-4	5	2.7	-4
O=C(CCc1ccccc1)NC(=S)Nc1ccc2c(c1)C(=O)OC2	-3	1.4	-2	-7	13	1	3	x	-1.6	-8
CCOc1ccc(C(=O)NC(=S)Nc2ccccn2)cc1[N+](=O)[O-]	-5	-1.1	-2	5	11	0	3	-1	0.1	-5
CCCCCCC1/C(=N/O)CCC1C(=O)OC (stereo unspecified)	6	-0.8	4	4	-9	1	1	-2	0.6	-14
COc1ccccc1NC(=O)c1ccc(-c2ccc(Br)cc2)o1	-2	-0.8	1	4	-1	-1	-2	-4	-2.0	5
COc1ccc(CN2C(=O)C(C)Oc3ccccc32)cc1 (stereo unspecified)	-8	-2.3	1	12	-3	2	11	-4	-3.3	3
COc1ccc(C)cc1S(=O)(=O)N(C)CC(=O)NC1CC1	-7	-2.6	-1	14	-32	-2	2	x	-0.7	-3
CCN1CCN(c2ccc(NC(=O)c3ccc4c(c3)[nH]c(=O)n4Cc3ccc(F)cc3)cc2)CC1	1	0.6	12*	-4	10	0	1	-4	0.5	-14
CCN(CC)CCn1c2ccccc2c(=O)c2c(O)ccc(O)c21	-7	19*	1	-100	-2	3	0	-1	-0.1	0
CCC1CCCCN1S(=O)(=O)c1ccc(C(=O)Nc2nnc(C3CC3)o2)cc1 (stereo unspecified)	-4	-2.2	-2	12	-2	5	0	-6	0.5	-7
Cc1cc(C)n(-c2ncnc3sc4c(c23)CCCC4)n1	-3	1.0	-1	-6	2	-1	-1	-9	0.5	0
CC(C)(O)C#Cc1ccc(C(=O)NCc2cccs2)s1	-4	-1.1	-4	6	13	3	4	-1	1.5	2
O=C(CC1SC(=O)N(c2ccccc2)C1=O)Nc1ccccc1 (stereo unspecified)	-6	-4.9	-1	26	8	2	4	14	-0.4	-9
CN(CC(=O)Nc1ccccc1Cl)C(=O)Cn1nnc(-c2ccc(F)cc2)n1	-4	-1.0	-2	5	5	1	7	-2	0.0	-4
Cc1ccc(S(=O)(=O)N2CCCCC2)cc1NC(=O)c1ccc2c(c1)OCO2	2	-1.3	2	7	-20	-2	7	-2	0.3	0
O=C1CCC/C(=N/Nc2ccc(Cl)cc2)C1	-2	-0.6	0	3	4	7	4	x	-0.4	6
COc1ccccc1C(=O)N1CCN(CCc2ccccc2)CC1	0	-2.2	1	11	-3	1	-3	-5	-0.4	-5
O=C(COC(=O)CCc1nc2ccccc2s1)Nc1nc(-c2ccccc2)cs1	-3	4.5	4	-32	-12	-5	-2	1	0.6	1
CCN(CC(=O)Nc1ccc(NC(C)=O)cc1)C(=O)CCCc1c[nH]c2ccccc12	4	-0.8	1	3	-2	2	-5	0	-0.6	-4
CN1CCN(NC(=O)c2cn(-c3ccccc3)nc2-c2cccc(Br)c2)CC1	2	3.0	-1	-15	2	2	-3	-2	-3.1	-6
O=C(Nc1ccc(F)cc1)NC1CCN(Cc2nnnn2Cc2ccco2)CC1	-1	-2.5	-3	13	8	3	-3	-1	-2.5	-2
COc1ccc(Cc2nc3ccc(C(=O)NCC(C)(C)OC)cc3o2)cc1	0	-1.6	-2	7	6	-1	-4	x	1.3	-5
O=C(c1ccc(S(=O)(=O)Nc2ccccc2F)cc1)N1CCC1	4	-3.9	1	20	-2	-4	1	-5	-0.7	5
COc1ccccc1NC(=O)CN(C)S(=O)(=O)c1ccc2c(c1)CCC(=O)N2	-7	-2.2	-3	13	9	2	3	x	0.2	-3
O=S(=O)(c1ccc(NCCOCCO)nc1)N1CCCCC1	0	-3.0	-3	11	3	-2	4	11	0.8	-8
O=C(C1COc2ccccc2O1)N1CCOCC1 (stereo unspecified)	-6	-1.5	-3	9	8	2	2	0	-0.6	-19
Cc1ccc(O)c(NC(=O)c2cc(-c3ccccc3)on2)c1	-8	0.5	6	-2	14	3	13	x	-0.7	-7
O=C(c1cc(F)c(F)cc1Cl)N1CCCc2ccccc21	-3	-1.4	-3	7	8	3	2	x	-1.0	-9
O=S(=O)(NCCc1ccncc1)c1ccc(F)cc1	-7	-3.3	-1	15	4	-1	4	8	-0.8	-2
CC1(C(=O)N/N=C/c2cc3c(cc2Br)OCO3)CC1(Br)Br (stereo unspecified)	0	2.7	6	-14	6	-2	-1	-5	1.3	9
O=C(NN=Cc1c(O)ccc2ccccc12)c1ccncc1	-14	-0.1	1	1	-5	-4	31*	-6	-6.5	-49
O=C(CN1C(=O)c2ccccc2C1=O)N1CCN(c2ccccc2)CC1	1	-3.5	-1	15	3	-1	0	40*	0.7	-6
Cc1ccc(C(=O)c2cn(-c3ccc(F)c(Cl)c3)nn2)cc1	2	-1.4	-1	7	-18	9	3	x	0.9	-8
Cc1ccc(OCC(=O)Nc2ccc3oc(=O)ccc3c2)cc1C	-3	-0.8	5	5	-2	-2	-6	-1	-1.0	2
CC1CCCCC1NC(=O)c1cc(S(=O)(=O)N2CCCCC2)ccc1N1CCOCC1 (stereo unspecified)	-3	-2.6	4	10	-9	2	-2	-3	-0.6	-4

Sorted by molar mass (ascending): part of the list above.
SMILES	Keap1 Nrf2 FP	OPRM1-OPRD1 ag	HTR5A ag ctr	MOR-DOR inv ag	HTR5A inv ctr	V-ATPase pHluor	RTF Ca sens act	CAL-PDZ inh HTS	C-LANA FP	RTF Ca sens inh
O=C(C1COc2ccccc2O1)N1CCOCC1 (stereo unspecified)	-6	-1.5	-3	9	8	2	2	0	-0.6	-19
O=C(NN=Cc1c(O)ccc2ccccc12)c1ccncc1	-14	-0.1	1	1	-5	-4	31*	-6	-6.5	-49
Cc1ccc(O)c(NC(=O)c2cc(-c3ccccc3)on2)c1	-8	0.5	6	-2	14	3	13	x	-0.7	-7
Cc1ccc(C(=O)c2cn(-c3ccc(F)c(Cl)c3)nn2)cc1	2	-1.4	-1	7	-18	9	3	x	0.9	-8
O=S(=O)(c1ccc(NCCOCCO)nc1)N1CCCCC1	0	-3.0	-3	11	3	-2	4	11	0.8	-8
O=C(CN1C(=O)c2ccccc2C1=O)N1CCN(c2ccccc2)CC1	1	-3.5	-1	15	3	-1	0	40*	0.7	-6
COc1ccccc1NC(=O)CN(C)S(=O)(=O)c1ccc2c(c1)CCC(=O)N2	-7	-2.2	-3	13	9	2	3	x	0.2	-3
CC1CCCCC1NC(=O)c1cc(S(=O)(=O)N2CCCCC2)ccc1N1CCOCC1 (stereo unspecified)	-3	-2.6	4	10	-9	2	-2	-3	-0.6	-4
CC1(C(=O)N/N=C/c2cc3c(cc2Br)OCO3)CC1(Br)Br (stereo unspecified)	0	2.7	6	-14	6	-2	-1	-5	1.3	9

(continued)
SMILES	Keap1 Nrf2 FP	OPRM1-OPRD1 ag	HTR5A ag ctr	MOR-DOR inv ag	HTR5A inv ctr	V-ATPase pHluor	RTF Ca sens act	CAL-PDZ inh HTS	C-LANA FP	RTF Ca sens inh
COc1ccc(C2CC(c3ccc(Cl)cc3)n3nc(N)nc3N2)cc1 (stereo unspecified)	-4	-3.0	0	15	0	-1	1	0	-0.2	-1
OCC(O)CN(c1ccccc1)c1ccccc1 (stereo unspecified)	4	-0.1	3	0	-7	2	-4	-3	-2.7	-6
CC(C)C(Nc1ccc(C(F)(F)F)cc1[N+](=O)[O-])C(=O)O (stereo unspecified)	2	-4.8	-1	25	14	1	-3	x	0.6	-8
CSc1ccc(S(=O)(=O)NCCCOC(C)C)cc1	-4	-1.8	2	9	-5	1	1	1	0.4	-5
CC(C)Cc1nc(N2CCN(C(=O)C(C)C)CC2)c(C#N)c2c1CCC2	0	9.5	2	-58	-7	-4	-3	-5	-1.5	0
CCCCN(CCCC)c1nc(-c2ccncc2)nc2ccccc12	-5	1.4	-1	-7	8	14	6	-2	-1.3	-1
Cc1cc(C(=O)OCC(=O)NC(C)c2ccccc2)c(C)o1 (stereo unspecified)	-5	-2.1	-3	11	10	-1	7	4	1.0	5
COc1cc(/C(C)=N/NC(=S)NC(C)C)cc(OC)c1OC	-4	0.3	3	-1	-11	0	-2	1	1.5	11
O=C1[C@@H]2CSCN2C(=O)CN1Cc1ccc(F)cc1	-1	-2.6	-4	14	-31	1	-4	-4	0.2	-4
O=C(COC(=O)CNC(=O)c1ccc(Cl)cc1Cl)NC(=O)NCc1ccccc1	-1	-0.7	1	4	-3	0	-1	-3	0.0	0
CCc1cc(C(=O)N=Nc2c(O)[nH]c3ccc([N+](=O)[O-])cc23)c2ccccc2n1	0	0.2	1	-1	6	-3	-4	-1	-0.5	17*
COc1cc(C(=O)NCCSc2ccccc2)cc(OC)c1OC	4	-1.2	9	6	-21	-2	2	-1	-1.1	-11
